High-throughput results: PubChem BioAssay, several laboratories
sdo1 growth = sdo1-depleted yeast growth rescue; S. cerevisiae sdo1-depleted JHY4D growth rescue, OD600 30 h; stronger effect = higher value; pdr5 snq2 efflux-pump mutant strain; z-score at 10 µM; 140,000 tested, 0.21% active; AID 817;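 active = z-score above 3 at both the 24 hr and the 30 hr optical density reads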;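 note: z-score against mean and SD of all compound wells on the same plate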
Insulin prom inh = TRM-6 insulin promoter activity inhibition. inhibition, % at 2 µM. TRM-6 cells (human fetal islet line), insulin promoter-eGFP reporter, imaging; reporter expression induced with tamoxifen. AID 1273. 130,000 tested, 0.9% active;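 active = inhibition above the mean plus 3 SD, with well images judged a real hit on visual review, cut at about 60% in these data, passing the limit was not always enough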
sdo1 growth Rescue 24 h = second read-out of sdo1 growth, no call of its own (marks repeat the call); z-score; S. cerevisiae sdo1-depleted JHY4D growth rescue, OD600; measured here: growth rescue at 24 h;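 0 is the plate mean of compound wells and units are plate SD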
Starred values were filed as active, the others as inactive; . = not tested or not shown. Compounds were not picked by outcome; overall some 0.99% were active at least once.

sdo1 growth	sdo1 growth Rescue 24 h	Insulin prom inh	smiles
-0.37	0.51	-14	Cc1cc(C)cc(OCC(=O)Nc2ccccc2C(=O)NCc2ccco2)c1
.	.	-74	O=C(NCc1ccco1)C(c1ccc(F)cc1)N(C(=O)Cc1cccs1)c1cccnc1 (stereo unspecified)
1.6	1.8	.	Cc1ccc(CN2CCN(/N=C/c3cccnc3)CC2)cc1
-0.7	-1.1	-6	CC(=O)CC(=O)NC(=NC1CCCCC1)Nc1nc(C)cc(C)n1
0.05	0.9	7	O=C(CNC(=O)c1cccc(F)c1)OCC(=O)N1CCCc2ccccc21
1.6	1.2	.	Cc1ccc(/C=N/NC(=O)C2(O)c3ccccc3-c3ccccc32)o1
0.13	0.53	-48	Cc1ccc(C)c2[nH]c(=O)c(CN(Cc3cccs3)C(=S)NCc3ccco3)cc12
0.16	1.5	.	O=C(Cc1ccccc1)NC(Nc1cccc2ccccc12)C(Cl)(Cl)Cl (stereo unspecified)
0.97	0.62	-479	COc1ccc(OC)c(C2C3CN(C(C)C)CC=C3C(C#N)=C(N)C2(C#N)C#N)c1 (stereo unspecified)
-0.61	-1.5	-14	CCOc1c(Cl)cc(C(=O)Nc2ccccc2C(=O)O)cc1Cl
-1	-1.5	.	CCCCCOc1ccc(C(=O)NCC(=O)NCC(=O)OCC)cc1
0.37	-0.01	-18	CC1(C)OC(=O)C(=CNc2ccccc2)C(=O)O1
-0.6	0.29	7	CCc1cc2c(=O)nc3n(c2s1)Cc1ccccc1/C3=C(/O)c1cccc([N+](=O)[O-])c1
.	.	18	CC(=O)N1CCN(c2ccc(C(N)=O)cc2[N+](=O)[O-])CC1
0.27	0.62	5	Cn1c(=O)c2c(nc(SCC(=O)NCc3ccc4c(c3)OCO4)n2Cc2ccc(Cl)cc2)n(C)c1=O
2.1	0.66	10	COc1ccc(N2C(=O)C3C4C=CC(C4)C3C2=O)c(OC)c1 (stereo unspecified)
.	.	-12	Cc1cc(C(=O)COC(=O)c2ccco2)c(C)n1Cc1ccco1
0.74	-0.38	.	COc1cc(NC(=O)CSc2ccccc2)c(C(=O)O)cc1OC
0.52	0.23	-17	COc1ccc(NC(C)=O)cc1NC(=O)CSc1nnc(-c2ccccn2)n1C
0.79	0.24	-38	COc1cccc(N2CCN(C(=O)NC3CCCCC3)CC2)c1
-1.1	-1.6	-41	CCOc1ccccc1C(=O)NCc1ccc2c(c1)OCO2
.	.	40	NS(=O)(=O)c1ccc(Nc2nc(-c3cccc([N+](=O)[O-])c3)cs2)cc1
0.75	0.83	62	O=C(O)CC(C(=O)OCCOc1ccccc1)N1CCOCC1 (stereo unspecified)
0.14	-0.44	-14	Cc1ccc(C(=O)NC(=S)N2CCN(C)CC2)cc1
0.07	0.02	.	O=C(N/N=C/c1ccc(Br)cc1)c1ccc(F)cc1
-0.53	-0.44	0	CC1CC(C)CN(c2ncc3c(n2)CC(c2ccccc2)CC3=O)C1 (stereo unspecified)
2	0.37	53	CCn1c(CNC(C)=O)nnc1SCC(=O)c1ccc(Br)cc1
-2.1	-1.7	14	N#Cc1cn(CCOc2ccc(F)cc2)c2ccccc12
-0.44	-0.01	16	CCOc1ccccc1N1CCN(C2=C(NS(=O)(=O)c3cccs3)C(=O)c3ccccc3C2=O)CC1
.	.	26	CCOc1ccc(NC(=O)CNC(=O)c2ccc(OC)cc2)cc1
-1.9	-1.1	-27	COc1cc(NC(=O)c2cccs2)c(C(=O)OCC(=O)NCc2ccccc2)cc1OC
0.41	1.6	.	CC(=O)/C=C(\C)Nc1ccc(-c2cnc(-c3ccccc3)o2)cc1
0.92	0.81	-36	O=C1COc2ccc(C(=O)NCc3ccc4c(c3)OCO4)cc2N1
-0.22	-0.02	-60	NS(=O)(=O)c1cc(C(=O)NCCOc2ccccc2)c(Cl)cc1Cl
.	.	50	CCN1CC(CN(C)Cc2nc(-c3cccs3)no2)CC1=O (stereo unspecified)
-1.2	-1.5	12	O=C(OCC(=O)N(C1CCCCC1)C1CCCCC1)c1ccco1
0.9	2.4	0	CCOC(=O)c1cc(-c2ccccc2)sc1NC(=O)C(C)OC(=O)c1ccncc1 (stereo unspecified)
-0.98	-0.6	.	O=c1oc2ccccc2cc1-c1nc2c(s1)CCc1ccccc1-2
0	-0.34	2	CCC1=Nc2cc(C(=O)O)ccc2Sc2ccccc21
-0.93	-0.58	17	C=CCN(CC=C)S(=O)(=O)c1ccc(NC(=S)NC(=O)c2ccc(-c3ccccc3)cc2)cc1

Only sdo1 growth Rescue 24 h (two entries from above):
structure | sdo1 growth Rescue 24 h
NS(=O)(=O)c1cc(C(=O)NCCOc2ccccc2)c(Cl)cc1Cl | -0.02
CCOC(=O)c1cc(-c2ccccc2)sc1NC(=O)C(C)OC(=O)c1ccncc1 (stereo unspecified) | 2.4

(more compounds)
sdo1 growth	sdo1 growth Rescue 24 h	Insulin prom inh	smiles
1.2	0.99	6	CC(=O)N/C(=C\c1ccc(F)cc1)C(=O)N(C)C
0.59	-0.52	-288	Cc1c(C(=O)O)sc2nc3n(c(=O)c12)CCC(C)CC3 (stereo unspecified)
.	.	27	O=C(Nc1cccc(F)c1)N1C2CCC1CC(O)(c1cccnc1)C2 (stereo unspecified)
0.01	0.04	.	CCOc1ccccc1N(CC(=O)NCc1ccc(OC)cc1)S(C)(=O)=O
-0.66	-0.44	-36	O=C(Cc1ccc(F)cc1)Nc1ccccc1Sc1ccccc1
-0.76	-0.85	-7	COc1ccc(C(C)C)cc1S(=O)(=O)n1ccnc1C
0.32	-0.28	-24	COc1cc(/C=C/C(=O)NCCN2CCOCC2)cc(OC)c1OC
-2.2	-0.52	-11	Cc1cccc(/C=c2\s/c(=C\C(=O)C(C)(C)C)[nH]c2=O)c1
0.16	-0.32	28	CCCC(c1nnnn1Cc1ccco1)N1CCC(C(N)=O)CC1 (stereo unspecified)
-0.49	0.25	7	COc1ccc(Oc2nc(C)nc3c2oc2ccccc23)cc1
-1.6	-0.53	-34	CCc1nc(SCC(=O)NCc2ccco2)c2c3c(sc2n1)CCCC3
0.16	-0.44	12	Cc1noc(C)c1CSc1ccc(Br)cc1
1.4	0.99	-29	CCOC(=O)CNC(=O)c1cccnc1
-2	1	.	O=C(CSCC(=O)N1CCCCC1)Nc1nc(-c2ccc(Cl)s2)cs1
-0.51	-0.32	.	C/C(=N\O)C(=O)OC1CC(C)CCC1C(C)C (stereo unspecified)
2.1	1.6	-47	O=C(N/N=C/c1cccnc1)c1ccc2c(c1)OCCO2
1.1	0.15	.	CN1C(=O)CSc2ccc(NC(=O)N3CCC(N4CCCCC4)CC3)cc21
-0.08	-0.32	38	Cc1csc(NC(=O)c2ccccc2[N+](=O)[O-])n1
.	.	-14	CCC1=NN(C(=O)Cc2ccccc2)C(O)(c2ccncc2)C1 (stereo unspecified)
-1.4	-1.4	-22	Cc1nc(-c2cccc(NS(=O)(=O)c3ccc4ccccc4c3)c2)cs1
-1.1	-1.1	.	O=c1ccnc(S/C=C/c2ccccc2)[nH]1
0.45	0.39	.	COc1ccc(/C(O)=C2/C(=O)C(=O)N(c3nc(C)c(C)s3)C2c2ccco2)cc1 (stereo unspecified)
0.3	-0.02	-462	Cc1cc(/C=N/n2cnnc2)c(C)n1-c1ccc(Cl)cc1Cl
0.6	0.67	-58	O=C(COc1ccc(S(=O)(=O)NC2CCCCC2)cc1Cl)NCC1CCCO1 (stereo unspecified)
-1	-0.27	-3	CCOC(=O)c1cc([N+](=O)[O-])c([N+](=O)[O-])cc1NC(C)=O
1	0.56	.	Cc1cccc(OCc2nnc(SCC(=O)OC3CCCCC3)o2)c1
0.04	0.11	0	O=C(COC(=O)c1ccc(Br)o1)NCC1CCCO1 (stereo unspecified)
0.31	0.28	.	Cc1nc(N2CCC(C(N)=O)CC2)c2nnn(Cc3ccccc3)c2n1
1.3	0.52	37	O=C(NC(Cc1ccccc1)C(=O)O)c1ccc(S(=O)(=O)N2CCCCC2)cc1 (stereo unspecified)
-1.2	-1.8	.	Cc1onc(-c2c(Cl)cccc2Cl)c1C(=O)N1C=CC(C(F)(F)F)=NCC1

Sorted by formula weight (largest number first): six of the compounds above.
sdo1 growth	sdo1 growth Rescue 24 h	Insulin prom inh	smiles
-1.2	-1.8	.	Cc1onc(-c2c(Cl)cccc2Cl)c1C(=O)N1C=CC(C(F)(F)F)=NCC1
1.3	0.52	37	O=C(NC(Cc1ccccc1)C(=O)O)c1ccc(S(=O)(=O)N2CCCCC2)cc1 (stereo unspecified)
0.45	0.39	.	COc1ccc(/C(O)=C2/C(=O)C(=O)N(c3nc(C)c(C)s3)C2c2ccco2)cc1 (stereo unspecified)
0.3	-0.02	-462	Cc1cc(/C=N/n2cnnc2)c(C)n1-c1ccc(Cl)cc1Cl
0.04	0.11	0	O=C(COC(=O)c1ccc(Br)o1)NCC1CCCO1 (stereo unspecified)
-1	-0.27	-3	CCOC(=O)c1cc([N+](=O)[O-])c([N+](=O)[O-])cc1NC(C)=O

(continued)
sdo1 growth	sdo1 growth Rescue 24 h	Insulin prom inh	smiles
-0.64	-1.2	.	O=C(NC1CC1)c1ccc(S(=O)(=O)NC2CCCCCC2)cc1
1.3	1.8	3	O=[N+]([O-])c1ccc(CN2CCOCCOCCOCC2)cc1
-2.9	-2.2	-7	CCCOC(=O)c1ccc(Oc2c(-c3ccc(O)cc3O)n[nH]c2C)cc1
-0.17	0.46	.	Oc1ccc(N2CCN(C(c3ccccn3)c3nnnn3C3CCCC3)CC2)cc1 (stereo unspecified)
0.85	0.74	49	O=C1NN(c2ccccc2)C(=O)/C1=C\c1ccccc1OCC(=O)N1CCOCC1
-0.52	0.01	24	Cc1ccc2nc(NC(=O)CSCc3ccccc3)sc2c1
-0.21	-0.32	25	c1cncc(-c2nn[nH]n2)c1
.	.	33	OC(CN1CCc2ccccc2C1)c1ccccc1 (stereo unspecified)
0.81	0.1	8	CN1CCN(S(=O)(=O)c2cccc(S(=O)(=O)c3ccc(Cl)cc3)c2)CC1
-0.96	-0.2	.	O=C(Cn1c(COc2ccccc2)nc2ccccc21)Nc1cccc(Cl)c1
-0.34	-0.34	8	CC(C)Cc1nc(N2CCN(C(=O)c3ccco3)CC2)c(C#N)c2c1CCC2
0.72	2.4	10	N#Cc1cc2c(=O)n3ccccc3nc2n(Cc2ccco2)c1=NC(=O)c1ccco1
.	.	58	Cc1sc2nc(CN3CCOCC3)[nH]c(=S)c2c1C
-1.1	-0.42	-18	CCN(C(=O)c1cnc(N2CCN(c3ncccn3)CC2)c2ccccc12)c1cccc(Cl)c1
1.2	0.35	-24	CC(C)NC(=O)c1ccc(COCC(F)(F)F)cc1
0.12	0.5	-8	CCc1ccccc1NC(=O)CCC(=O)OCC(=O)c1ccc(-c2ccccc2)cc1
1.3	0.65	21	O=C1CC(Sc2ncccn2)C(=O)N1c1ccccc1C(F)(F)F (stereo unspecified)
-0.72	-0.4	44	COc1ccccc1N1CCN(C(c2cc3ccc(C)cc3[nH]c2=O)c2nnnn2C2CCCC2)CC1 (stereo unspecified)
0.73	-0.24	.	Cc1noc(C)c1S(=O)(=O)NCCc1ccc(S(N)(=O)=O)cc1
-1.1	-1.2	.	CCSc1nnc2c(n1)OC1(CCCC1)Nc1ccccc1-2
0.21	-0.55	-14	CCOC(=O)c1cnc(-n2nc(C)cc2C)nc1N(C)C
-0.11	-0.26	-21	CCCCOC(=O)CCn1[nH]c(=O)c2ccccc2c1=O
0.24	0.64	8	Cc1ccc(-c2nnc(-c3ccc(Br)cc3)o2)o1
-0.3	-0.37	.	CCOc1ccccc1C1CC(=O)NC(SCC(=O)Nc2nccs2)=C1C#N (stereo unspecified)
0.05	0.79	7	COC(=O)c1cc(OC)c(OC)cc1NC(=O)c1ccc(C)cc1
-0.45	-0.45	.	COc1ccc(C2C(C#N)=C(SC)NC3=C2C(=O)CC(C)(C)C3)cc1 (stereo unspecified)
1	0.9	6	COc1ccc(C2C(C#N)=C(/N=C/N3CCN(C)CC3)OC3=C2C(=O)CC(C)(C)C3)cc1 (stereo unspecified)
-0.81	0.08	40	CC(=O)N(C)c1ccc(NC(=O)COc2ccc(Br)cc2C)cc1
0.38	0.18	31	Cc1nc2sc(C(c3ccc(Br)cc3)N3CC(C)OC(C)C3)c(O)n2n1 (stereo unspecified)
0.51	0.07	.	CCSc1nnc(NC(=O)CSc2nnc(-c3c[nH]c4ccccc34)n2CC)s1
.	.	-41	NS(=O)(=O)c1ccc(CNC(=S)NC2CCCC2)cc1
1.4	1.8	.	Cc1ccc(NC2=CC(=O)CC(C)(C)C2)cc1C
.	.	25	COc1ccc(Cl)cc1NC(=O)CSc1nc(C)cc(C)n1
-0.55	0.17	-50	O=C(CSCCO)Nc1ccc(C23CC4CC(CC(C4)C2)C3)cc1
.	.	-35	COc1cc(C(CC(=O)O)n2cnnn2)ccc1OC(C)C (stereo unspecified)
-0.25	-0.51	.	COc1ccc(Cn2c(C)nc3oc4cc(OC)ccc4c(=O)c3c2=O)cc1
-0.01	0.03	-15	c1csc(-c2nc(-c3ccncc3)no2)c1
0.69	0.17	68*	CCc1nnc(SCC(=O)Nc2ccc3c(c2)OCO3)o1
-0.64	-0.14	13	Cc1ccc(C(C(=O)Nc2ccc3c(c2)OCO3)N(C)C(=O)/C=C\c2ccc3c(c2)OCO3)cc1 (stereo unspecified)

Structures listed so far that contain a CF3 group:
sdo1 growth	sdo1 growth Rescue 24 h	Insulin prom inh	smiles
-1.2	-1.8	.	Cc1onc(-c2c(Cl)cccc2Cl)c1C(=O)N1C=CC(C(F)(F)F)=NCC1
1.2	0.35	-24	CC(C)NC(=O)c1ccc(COCC(F)(F)F)cc1
1.3	0.65	21	O=C1CC(Sc2ncccn2)C(=O)N1c1ccccc1C(F)(F)F (stereo unspecified)
